# Compound activity (PubChem BioAssay)
# MsrA inhibitor – bovine MsrA inhibition. purified bovine MsrA, absorbance read-out. inhibition, % at 15.5 µM. 360,000 compounds, 0.75% hits. AID 651718; in the data active means inhibition above about 4.5%;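 further: 0% = vehicle wells with enzyme and 100% = reference inhibitor wells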
# MT1-MMP act inh – blocks activation of human MT1-MMP. P50281. HT1080 RFP-PRO-GFP cells, GFP/RFP ratio fluorescence, overnight; percent of plate control window, DMSO zero. GFP/RFP ratio change, % at 20 µM. 360,000 compounds, 0.061% hits. AID 651647;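 active means GFP/RFP ratio change of at least 30% with cell ATP level not reduced by more than half and red fluorescence within 50% of control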; further: strong numbers were not always called active
#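 Assay system: RFP-PRO-GFP reporter HT1080 cells; read-out basis: GFP/RFP fluorescence ratio; benchmarks: DMSO wells and RFP-L50D-GFP cells; doses: 20 µM single dose, 1% DMSO; schedule: overnight cell settling, then overnight compound exposure, 37 °C, 5% CO2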
# FAS-TE inh – FAS thioesterase (human) inhibition. recombinant FAS-TE, OMFH fluorogenic substrate, fluorescence endpoint. inhibition, % at 15 µM. 360,000 compounds, 0.67% hits;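 active means compounds whose normalised, plate-corrected inhibition of enzyme fluorescence in the single-dose primary screen is 50% or more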;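 further: 0% = DMSO with enzyme and 100% = substrate without enzyme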
# Rin1-Abl PPI inh – blocks binding of human Rin1 to Abl; P00519+Q13671; TR-FRET Rin1/Abl binding, biochemical; inhibition, % at 7.35 µM; 360,000 compounds, 0.4% hits; AID 588664; in the data active means inhibition above about 5%, passing the limit was not always enough
# SKN-1 block – blocks SKN-1 activity in C. elegans | 360,000 compounds, 0.49% hits | inhibition, % at 21.8 µM | C. elegans VP596 Pgst-4::GFP/RFP ratio, acrylamide-induced, 24 h;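 active means interference check ratio from 0.5 to 1.5 plus GFP to RFP signal ratio inhibition reaching or exceeding a fixed threshold, cut at about 30% in these data, passing the limit was not always enough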; further: some compounds called inactive have numbers as strong as hits
# eLon inh – E. coli protease La inhibition; P0A9M0; purified E. coli Lon protease, fluorescence polarization; inhibition, % at 7.94 µM; 360,000 compounds, 0.42% hits; in the data active means inhibition above about 13%, passing the limit was not always enough;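 further: 0% = enzyme with probe and DMSO and 100% = no enzyme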
# NRP1-CendR mod – modulators of CendR peptide binding to human neuropilin-1; O14786; AID 602438; FAM-RPARPAR peptide binding to NRP-1, fluorescence polarization; 360,000 compounds, 0.85% hits; inhibition, % at 25 µM;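 active means inhibition or corrected inhibition above about 18%, plus a signal ratio from 0.5 to 1.5, limit read from the data, passing the limit was not always enough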; further: strong numbers were not always called active
# Target sequence (O14786 whole entry, looked up): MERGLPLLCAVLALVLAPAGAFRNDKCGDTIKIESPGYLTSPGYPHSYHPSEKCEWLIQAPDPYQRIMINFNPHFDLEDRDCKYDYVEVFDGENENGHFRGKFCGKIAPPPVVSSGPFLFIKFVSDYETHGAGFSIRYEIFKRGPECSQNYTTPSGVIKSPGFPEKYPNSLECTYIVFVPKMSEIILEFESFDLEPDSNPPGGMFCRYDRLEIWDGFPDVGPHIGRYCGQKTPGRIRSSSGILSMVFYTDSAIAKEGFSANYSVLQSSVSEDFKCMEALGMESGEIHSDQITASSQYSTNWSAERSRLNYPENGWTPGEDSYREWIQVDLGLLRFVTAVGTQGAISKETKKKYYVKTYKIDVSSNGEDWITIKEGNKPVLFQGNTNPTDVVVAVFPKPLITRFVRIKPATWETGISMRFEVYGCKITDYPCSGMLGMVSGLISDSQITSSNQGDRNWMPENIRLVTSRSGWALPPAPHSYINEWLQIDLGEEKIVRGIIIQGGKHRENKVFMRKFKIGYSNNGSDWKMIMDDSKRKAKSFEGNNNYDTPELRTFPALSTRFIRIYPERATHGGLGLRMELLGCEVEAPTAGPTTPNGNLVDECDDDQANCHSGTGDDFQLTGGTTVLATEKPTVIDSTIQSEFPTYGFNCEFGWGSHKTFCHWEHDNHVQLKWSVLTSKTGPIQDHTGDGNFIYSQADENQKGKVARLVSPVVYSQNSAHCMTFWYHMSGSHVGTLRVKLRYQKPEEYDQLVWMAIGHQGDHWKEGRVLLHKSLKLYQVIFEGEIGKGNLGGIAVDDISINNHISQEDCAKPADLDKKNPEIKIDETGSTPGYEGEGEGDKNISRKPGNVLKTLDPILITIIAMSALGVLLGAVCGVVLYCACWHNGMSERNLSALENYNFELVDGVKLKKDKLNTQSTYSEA
# MsrA act – activates bovine MsrA enzyme; purified bovine MsrA, absorbance read-out; activation, % at 10.6 µM; 360,000 compounds, 0.3% hits; AID 602163; in the data active means activation above about 7.5%;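 further: 0% = vehicle and 100% = reference activator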
# Neddylation inh – blocks human cullin neddylation | P61081+Q13564 | TR-FRET cullin neddylation, biochemical | calls only at 25 µM | 360,000 compounds, 0.58% hits | AID 651699; in the data active means inhibition above about 36%
# Starred values were filed as active, the others as inactive; i = inactive; · = not tested or not shown.
SMILES,MsrA inhibitor,MT1-MMP act inh,FAS-TE inh,Rin1-Abl PPI inh,SKN-1 block,eLon inh,NRP1-CendR mod,MsrA act,Neddylation inh
O=C(CNC(=O)c1cccs1)N=Nc1c(O)[nH]c2ccc([N+](=O)[O-])cc12,2.9,0,22,-3,22,-2,30*,-2,i
COC(=O)Cc1ccc(NC(C)=O)cc1,1.0,0,-10,1,-8,7,6,-3,i
COc1ccccc1CNC(=O)CS(=O)Cc1nc(-c2ccccc2C)oc1C (centres undefined),-1.1,-3,-2,-2,-6,-6,-23,-9,i
Nc1ccc(C(=O)OCC(=O)NC2CCS(=O)(=O)C2)cc1[N+](=O)[O-] (centres undefined),1.1,2,-3,-3,0,1,3,-4,i
CCNc1ncnc2c1cnn2C1CCCO1 (centres undefined),0.2,2,-3,1,6,-1,6,-2,i
Clc1ccc(C2=NN=C3COc4ccccc4N3C2)cc1,1.6,-6,3,2,2,-2,-3,-4,i
COc1ccc(C(=O)N/C(=C\c2cn(S(=O)(=O)N(C)C)c3ccccc23)C(=O)N2CCCC2)cc1,0.5,1,80*,-5,6,-4,-1,-2,i
O=c1cc(CO)oc(CN2CCN(c3cccc(C(F)(F)F)c3)CC2)c1O,-1.1,6,13,-2,-16,-2,-5,-2,i
O=C(Nc1cc(Cl)cc(Cl)c1)c1cccnc1,-0.8,-2,3,1,20,5,-4,-4,i
CCOC(=O)c1sc2ncnc(OC)c2c1C,-1.2,2,0,1,-11,2,10,-5,i
CCCCn1c(CN2CCN(C)CC2)nc2ccccc21,-1.1,2,-7,-3,-2,3,-2,0,i
CCOC(=O)c1sc(SC)nc1N,0.7,1,-4,0,13,-7,1,-5,i

# Whole records as entered above. Values in the order: MsrA inhibitor	MT1-MMP act inh	FAS-TE inh	Rin1-Abl PPI inh	SKN-1 block	eLon inh	NRP1-CendR mod	MsrA act	Neddylation inh
# `O=C(Nc1cc(Cl)cc(Cl)c1)c1cccnc1` as listed: -0.8	-2	3	1	20	5	-4	-4	i
# `COC(=O)Cc1ccc(NC(C)=O)cc1` as listed: 1.0	0	-10	1	-8	7	6	-3	i

# Further entries:
SMILES,MsrA inhibitor,MT1-MMP act inh,FAS-TE inh,Rin1-Abl PPI inh,SKN-1 block,eLon inh,NRP1-CendR mod,MsrA act,Neddylation inh
COCCN1C[C@@H](CO)O[C@@H](n2cnc3c(NCC(C)C)ncnc32)C1,0.5,-5,-2,-2,0,-9,-4,-1,i
CC[C@@]12C(=O)N(c3cccc(Br)c3)C(=O)N1[C@H](c1ccc(Cl)cc1)[C@@H]1C(=O)N(C3CCCCC3)C(=O)[C@@H]12,-0.5,2,87*,0,0,3,0,-1,i
COC(=O)Cn1ccc(N(C)C)c(C#N)c1=O,0.9,4,-5,1,-10,-1,9,-2,i
COc1ccc(N2CCN(C(=O)CCc3ccccc3OC)CC2)cc1,-1.8,3,-4,1,-5,-1,5,2,i
COc1ccc([C@H]2[C@H](C(=O)C(C)(C)C)N3N=Cc4ccccc4C3C23C(=O)OC(C)(C)OC3=O)cc1 (some centres undefined),1.5,-8,-3,0,-3,-21,-3,-1,i
OCC(O)/C=N/Nc1nc(N2CCCCC2)nc(N2CCCCC2)n1 (centres undefined),0.2,-2,-9,3,11,8,2,-11,i
COc1cc(C2/C(=C(\O)c3ccc4c(c3)CC(C)O4)C(=O)C(=O)N2CC2CCCO2)cc(OC)c1OC (centres undefined),1.6,1,-5,-1,2,0,17,-1,i
COc1ccc(NC(=O)c2c(NC(=O)CNCC(C)C)sc3c2CCC3)c(OC)c1,0.5,4,1,-1,-4,-3,-6,-13,i
CCCCCn1c(N2CCOCC2)nc2c1c(=O)n(CC(N)=O)c(=O)n2C,2.2,0,-15,0,11,11,-11,-4,i
Cc1cc(SCC(=O)N(C)C2CCCCC2)nc2ccccc12,-1.4,-2,10,-14,-3,-3,0,-2,i
Cc1ccc(CSc2nnc(-c3ccncc3)n2CC2CCCO2)cc1 (centres undefined),0.4,1,-14,5,-6,-6,1,-11,i
COc1cccc(C(CC(=O)O)NS(=O)(=O)c2ccc3c(c2)N(C(C)=O)CC(C)O3)c1 (centres undefined),1.5,6,-2,-1,-7,-3,-8,-9,i
O=C1CCC(C(=O)OCc2cc(=O)oc3ccc4ccccc4c23)=NN1,1.4,-9,1,-2,-6,3,-16,-1,·
Cc1ccc(S(=O)(=O)NCCNc2ccc([N+](=O)[O-])cc2)cc1,1.6,4,6,-1,-2,-5,8,-3,i
Cn1c(CN2CCOCC2)nnc1SCc1ccccc1,-0.9,3,-7,0,-1,2,-6,-3,i
Cc1ccsc1/C=N/NC(=O)c1cccs1,3.5,6,-10,-2,0,1,1,-3,i
O=c1c2cc(F)ccc2sn1-c1ccccc1Cl,-0.5,-1,-8,0,2,-3,5,0,i
CCCCC1(CC)SCC(=O)NC1=O (centres undefined),-0.8,2,-8,1,21,8,-10,0,i
O=C(C1CCCN(Cc2ccccc2Cl)C1)N1CCCCC1 (centres undefined),0.5,-4,-4,2,6,-2,0,-1,i
Cc1[nH]c(C)c(S(=O)(=O)N2CCN(c3ccc(Cl)cc3)CC2)c1C(=O)N1CCCC1,2.7,-2,-5,0,6,11,9,-2,i
Cc1cccc(-n2nc([N+](=O)[O-])c(N3CCN(C(=O)c4ccco4)CC3)[n+]2[O-])c1,0.8,-2,-3,2,6,-3,-11,-4,i
NC(=O)N/N=C/c1cc(Br)ccc1OCC(=O)NCc1ccccc1,1.3,-4,0,-1,-15,5,10,-11,i
Cc1cc(C(=O)N2CCN(c3ccccc3)CC2)no1,·,-1,-6,1,-5,4,-15,-13,i
O=C(CSCc1ccc(Cl)cc1)Nc1ccc2c(c1)OCO2,-0.1,5,5,1,6,10,9,-2,i
CCc1cc(C(c2ccc(F)cc2)N2CCOCC2)c(NC(=O)c2ccccc2)s1 (centres undefined),-0.3,-7,29,2,-2,0,8,-11,i
Cn1nccc1C(=O)N1CCC(Cc2ccccc2)CC1,0.1,0,-3,0,38*,-8,-7,-2,i
O=C(CN1C(=O)/C(=C/c2ccccc2)SC1=S)Nc1ncc(Cc2ccccc2)s1,-1.1,9,11,-1,-12,-5,-2,-2,i
CC1=NN(c2ccccc2)C(=O)/C1=C\c1cc(C)n(-c2cccnc2)c1C,-1.1,7,-5,-1,7,4,0,-1,i
COC(=O)c1sccc1NC(=O)Nc1ccccc1OC,0.6,-3,9,2,9,-9,-6,-4,i
Cc1ccc(S(=O)(=O)N2CCCCC2)cc1NC(=O)CSc1nc(N)cc(=O)[nH]1,0.6,1,-8,1,1,-2,-12,-3,i
COc1ccccc1CNC(=O)CN(Cc1ccc(Cl)cc1)S(C)(=O)=O,1.9,-1,0,0,3,9,-36,-4,i
CSCCC(NC(=O)c1ccc(Cl)cc1Cl)C(=O)NNC(=O)c1ccncc1 (centres undefined),0.4,-2,0,1,-19,0,5,-4,i
COc1ccc(CNCCC2(Cc3ccccc3)CC(C)N(C)CC2C)cc1OC (centres undefined),0.0,5,-2,2,-14,-7,-2,-2,i
CCCOc1ccc(Oc2ccc(S(=O)(=O)N3CCN(C)CC3)cn2)cc1,0.9,10,-1,1,-20,-2,2,-2,i
CCCNC(=S)N1CCN(CC)CC1,-0.5,-2,-9,3,-4,1,-4,-6,i
COc1ccccc1-n1c(C)c(C(=O)O)c2cc(OC)c3ccccc3c21,0.2,1,1,1,17,-5,11,-2,i
COc1cc(C)c(Cl)cc1S(=O)(=O)N1CCSC1,-1.4,-1,3,0,25,4,5,-3,i
C[C@@]12CCC=C[C@H]1[C@H](c1ccc3ccccc3c1/C=C/c1ccccc1)N(Cc1ccccc1)C2=O,-0.8,-4,18,4,0,0,0,-8,i
Cc1nc2[nH]c(=S)[nH]c(=O)c2nc1C,1.5,0,-2,2,13,4,-1,3,i
CCc1ccc(NC(=O)CNC(=O)c2nn(-c3ccc(OC)cc3)c(=O)c3ccccc23)cc1,-0.2,1,-3,0,7,4,9,-3,i
O=C(Nc1ccccc1)Nc1nnc([C@H]2C[C@H](O)[C@@H](CO)O2)s1,-0.6,0,-9,-2,2,-6,9,-6,i
COc1ccc(S(=O)(=O)O/N=C2\CCCc3ccccc32)cc1,-0.6,1,21,1,-11,-3,-8,-1,i
CCN(C[C@H]1N[C@@](CC)(C(=O)OC)[C@H]2C(=O)N(Cc3ccccc3)C(=O)[C@@H]12)S(=O)(=O)c1ccc(C)cc1,-0.2,2,12,-1,6,-3,-4,1,i
CCOc1ccc(S(=O)(=O)N2CCCCC2)cc1NC(=O)CN1CCCC1c1cccs1 (centres undefined),-0.8,-33,33,8.7*,-13,1,-8,-2,i
O=C(CCS(=O)(=O)c1ccccc1)Nc1ccccc1F,0.1,-1,-14,0,0,8,7,-3,i
CC1(C)CC(=O)c2sc(N3CCCCC3)nc2C1,4.3,0,-5,1,0,-4,10,-8,i
Cc1cccc(NC(=O)C(=O)NCc2ccc3c(c2)OCO3)c1C,-0.4,2,-6,0,-6,1,8,-3,i
CC(=O)c1c(C)[nH]c(C(=O)Nc2ccc(C)c(S(=O)(=O)Nc3ccc(C)cc3C)c2)c1C,1.9,10,22,0,7,-6,-16,2,i

# Gathered by group, the compounds so far with a Cl atom (10)
SMILES,MsrA inhibitor,MT1-MMP act inh,FAS-TE inh,Rin1-Abl PPI inh,SKN-1 block,eLon inh,NRP1-CendR mod,MsrA act,Neddylation inh
Clc1ccc(C2=NN=C3COc4ccccc4N3C2)cc1,1.6,-6,3,2,2,-2,-3,-4,i
O=C(Nc1cc(Cl)cc(Cl)c1)c1cccnc1,-0.8,-2,3,1,20,5,-4,-4,i
CC[C@@]12C(=O)N(c3cccc(Br)c3)C(=O)N1[C@H](c1ccc(Cl)cc1)[C@@H]1C(=O)N(C3CCCCC3)C(=O)[C@@H]12,-0.5,2,87*,0,0,3,0,-1,i
O=c1c2cc(F)ccc2sn1-c1ccccc1Cl,-0.5,-1,-8,0,2,-3,5,0,i
O=C(C1CCCN(Cc2ccccc2Cl)C1)N1CCCCC1 (centres undefined),0.5,-4,-4,2,6,-2,0,-1,i
Cc1[nH]c(C)c(S(=O)(=O)N2CCN(c3ccc(Cl)cc3)CC2)c1C(=O)N1CCCC1,2.7,-2,-5,0,6,11,9,-2,i
O=C(CSCc1ccc(Cl)cc1)Nc1ccc2c(c1)OCO2,-0.1,5,5,1,6,10,9,-2,i
COc1ccccc1CNC(=O)CN(Cc1ccc(Cl)cc1)S(C)(=O)=O,1.9,-1,0,0,3,9,-36,-4,i
CSCCC(NC(=O)c1ccc(Cl)cc1Cl)C(=O)NNC(=O)c1ccncc1 (centres undefined),0.4,-2,0,1,-19,0,5,-4,i
COc1cc(C)c(Cl)cc1S(=O)(=O)N1CCSC1,-1.4,-1,3,0,25,4,5,-3,i
